p53ts 39C kill = cytotoxicity in p53ts cells at nonpermissive temperature | H1299-p53A138V viability at 39C, ATP luminescence, 24 h | Potency, µM (doses to about 46.1 µM), inactives show at the top dose activity change, negative = cell killing, usual class: cytotoxic | 130,000 compounds, 1.5% hits | AID 902; also: nearly all actives have a fitted effect of over 55% in size
p53ts 32C tox = p53ts cell cytotoxicity, permissive temperature | 130,000 compounds, 0.93% hits | Potency, µM (doses to about 46.1 µM), without a hit: top-dose activity change, negative = cytotoxicity, hits mostly cytotoxic | H1299-p53A138V at 32C, ATP luminescence viability, 24 h;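 also: 0% = DMSO and -100% = full killing by reference compound; nearly all actives have a fitted effect of over 55% in size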
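H1299-p53 A138V cells (temperature-sensitive p53) exposed 24 h to up to 46 uM compound at 32C, where p53 is wild-type in conformation. Viability read as ATP luminescence and normalised to DMSO and 100 uM tamoxifen. AC50 fitted with the Hill equation.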
IkB signaling = inhibitors of IkB signaling in ABC-DLBCL cells | ABC-DLBCL IkBa-CBG/CBR dual luciferase ratio, 4 h; response scale: scaled: untreated 0%, proteasome inhibitor 100% | Potency, µM (highest dose often 57.1 µM), for inactives: top-dose IkBa stabilization activation | 110,000 compounds, 0.04% hits | AID 445; active = well fitted curve in the direction sought with a large enough effect in the signal ratio, not every such curve was filed as active; inconclusive = small, poorly fitted or top-dose-only effect, or a change in a side signal; the % refers to the signal ratio;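 also: the direction sought is a rising ratio; 0% = basal untreated cells and 100% = reference inhibitor full response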
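In this assay, an IκBα–CBG68 fusion accumulates when IKK-driven degradation is blocked; native CBR normalizes for cell number. OCI-Ly3 cells were treated 4 h with compound and doxycycline, then green and red light read after Chroma-Glo addition.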
Peg3 imprint = induces erasure of genomic imprints in mouse ES cells; mouse ES Peg3-LacZ reporter, beta-gal luminescence, 40 h; AID 1948; 110,000 compounds, 0.02% hits; Potency, µM (top dose mostly 60.7 µM), for the others: top-dose activity change, positive = activation, usual class: activators;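 also: 0% = negative control wells on the plate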
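Gelatin-coated wells received 300 freshly trypsinized female ES cells with a Peg3LacZ-Neo reporter on the maternal allele, then incubated 40 hours at 37C. BetaGlo was added for 5 minutes at room temperature before a single luminescence read.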
* = called active by the depositor; & = joins results of further samples; [ ] = dose if it differs, or a comment. Unless noted, calls follow the shape of the dose curve; as a rule, active = well fitted curve in the direction sought with a large enough effect; inconclusive = small, poorly fitted or top-dose-only effect, or another doubt; inactive = no such curve, though single readings can be large; an effect the other way counts as inactive or inconclusive. Unless noted, % is scaled to controls: 0 for no effect and ±100 for the full control effect; potency is read from the fitted curve at half-maximal effect.

For COC(=O)c1ccc(NC(=O)CC2C(=O)N(c3ccccc3)C(=O)N2Cc2ccc(F)cc2)cc1 (configuration not stated) the results were p53ts 39C kill -8.5%, p53ts 32C tox 3.8%, IkB signaling inconclusive and Peg3 imprint 4.3%[10.9 µM].
For O=S(=O)(Nc1nc2ccccc2nc1Nc1ccc2c(c1)OCCO2)c1cccs1 the results were p53ts 39C kill 5.1%, p53ts 32C tox -9.5%, IkB signaling inconclusive and Peg3 imprint 4.8%.
`COc1ccccc1C1CC(c2ccc(Cl)cc2Cl)Nc2nc(N)nn21` (configuration not stated) gave p53ts 39C kill 4.1%, p53ts 32C tox 11.5%, IkB signaling -0.8% and Peg3 imprint -8.8%.
For CC1=C(C(=O)OCCOC(C)C)C(c2cc3c(cc2Br)OCO3)C2=C(CCCC2=O)N1 (configuration not stated) the results were p53ts 39C kill 3.4%, p53ts 32C tox 9.1%, IkB signaling 0.5% and Peg3 imprint -6.9%.
For O=C(CCNS(=O)(=O)c1ccc2c(c1)CCN2C(=O)C1CC1)N1CCN(c2cccc(C(F)(F)F)c2)CC1 the results were p53ts 39C kill -17.9%, p53ts 32C tox 7.3%, IkB signaling inconclusive and Peg3 imprint -6.7%[10.9 µM].
`Cc1c2oc3c(C)ccc(C(=O)N[C@@H]4C(=O)N[C@H](C(C)C)C(=O)N5CCC[C@H]5C(=O)N(C)CC(=O)N(C)[C@@H](C(C)C)C(=O)O[C@@H]4C)c3nc-2c(C(=O)N[C@@H]2C(=O)N[C@H](C(C)C)C(=O)N3CCC[C@H]3C(=O)N(C)CC(=O)N(C)[C@@H](C(C)C)C(=O)O[C@@H]2C)c(N)c1=O` gave p53ts 39C kill 14.4%, p53ts 32C tox -20.2%[1.84 µM], IkB signaling inconclusive and Peg3 imprint -32.6%&-3.0%.
Cc1cccc(Cn2c(SCc3ccc(C(=O)NCc4ccccc4F)cc3)nc3ccncc32)c1 was read as p53ts 39C kill -5.9%, p53ts 32C tox 3.8%, IkB signaling inconclusive and Peg3 imprint -13.2%[10.9 µM].
CC1=C(C(=O)OCC2CCCCC2)C(c2ccc(F)cc2F)CC(=O)N1 (configuration not stated) was read as p53ts 39C kill -25.6%, p53ts 32C tox -2.9%, IkB signaling 6.1% and Peg3 imprint 10.1%[10.9 µM].
COc1ccc(-c2cc(C(=O)NCc3ccc(F)cc3)no2)cc1 was read as p53ts 39C kill 8.1%, p53ts 32C tox 2.8%, IkB signaling 1.3% and Peg3 imprint -3.5%[10.9 µM].
Screening Cc1ccc(CS(=O)(=O)CCC(=O)NCc2ccccn2)cc1 returned p53ts 39C kill 0.2%, p53ts 32C tox -15.8%, IkB signaling 0.6% and Peg3 imprint -7.1%.
Screening Cc1ccc(OCC(=O)Nc2cccc(O)c2)cc1C returned p53ts 39C kill -28.2%, p53ts 32C tox -15.2%, IkB signaling inconclusive and Peg3 imprint -16.6%.
For CSc1ccc(CCNC(=O)CCc2c(C)nc3c4cccnc4nn3c2C)cc1 the results were p53ts 39C kill -20.0%, p53ts 32C tox -1.5%, IkB signaling inconclusive and Peg3 imprint -16.5%[10.9 µM].
For Cc1ccccc1C(=O)N1CCC(C(=O)Nc2ccc(F)cc2F)CC1 the results were p53ts 39C kill 7.1%, p53ts 32C tox 8.3%, IkB signaling -4.1% and Peg3 imprint 9.5%[10.9 µM].
Cc1ccc(-n2nc3c(c2NC(=O)c2ccc(OC(C)C)cc2)CS(=O)C3)cc1 (configuration not stated) was read as p53ts 39C kill -11.0%, p53ts 32C tox 7.1%, IkB signaling -0.7% and Peg3 imprint -6.1%.
Screening COc1cc(C(=O)NCCc2sc(-c3cccc(F)c3)nc2C)cc(OC)c1OC returned p53ts 39C kill 6.0%, p53ts 32C tox 10.9%, IkB signaling inconclusive and Peg3 imprint -4.7%[10.9 µM].
For CCCNCc1cc(OCC)c(OCC(N)=O)cc1Br the results were p53ts 39C kill 11.1%, p53ts 32C tox -4.6%, IkB signaling 6.4% and Peg3 imprint -4.1%.
`O=C(NCc1ccccc1Cl)c1cnc2sc(N3CCCCC3)nn2c1=O` gave p53ts 39C kill -9.8%, p53ts 32C tox -8.3%, IkB signaling -1.9% and Peg3 imprint -6.6%[10.9 µM].
`COc1cc2c(cc1OC)n(Cc1ccc([N+](=O)[O-])cc1)c(=O)n1nc(-c3ccccc3)nc21` gave p53ts 39C kill inconclusive, p53ts 32C tox -21.0%, IkB signaling 8.3% and Peg3 imprint 16.7%[10.9 µM].
COc1ccc(CNC(=O)Cn2c(=O)oc3cc(S(=O)(=O)N4CCC(C)CC4)ccc32)cc1 was read as p53ts 39C kill 2.1%, p53ts 32C tox 2.0%, IkB signaling -0.3% and Peg3 imprint -19.1%[10.9 µM].
CCCCN(C)CCCNC(=O)c1cc(-c2cccnc2)nc2ccccc12 was read as p53ts 39C kill inconclusive, p53ts 32C tox -16.1%, IkB signaling -1.4% and Peg3 imprint inconclusive.
CCc1c(C)nc2ncnn2c1N1CCC(C(=O)N2CCN(c3ccc(F)cc3)CC2)CC1 was read as p53ts 39C kill -26.8%, p53ts 32C tox -6.5%, IkB signaling inconclusive and Peg3 imprint -28.1%.
`Nc1c(S(=O)(=O)c2ccccc2)c2nc3ccccc3nc2n1Cc1ccco1` gave p53ts 39C kill -9.4% and p53ts 32C tox 8.6%.
`CN(C)CCC(=O)[C@@]1(O)CC[C@H]2[C@H]3CC=C4C[C@@H](O)CC[C@]4(C)[C@H]3CC[C@]21C` gave p53ts 39C kill -4.8%[9.22 µM], p53ts 32C tox 9.5%[9.22 µM], IkB signaling 5.01µM* and Peg3 imprint -28.2%[10.9 µM].
`CCCCC1CC(CSc2ncn[nH]2)OC1=O` (configuration not stated) gave p53ts 39C kill 10.3%, p53ts 32C tox 1.1%, IkB signaling -1.5% and Peg3 imprint -2.8%.

Pulled by structure from the entries so far:
Screening COc1cc(C(=O)NCCc2sc(-c3cccc(F)c3)nc2C)cc(OC)c1OC returned p53ts 39C kill 6.0%, p53ts 32C tox 10.9%, IkB signaling inconclusive and Peg3 imprint -4.7%[10.9 µM].
Cc1ccc(-n2nc3c(c2NC(=O)c2ccc(OC(C)C)cc2)CS(=O)C3)cc1 (configuration not stated) was read as p53ts 39C kill -11.0%, p53ts 32C tox 7.1%, IkB signaling -0.7% and Peg3 imprint -6.1%.
`O=C(NCc1ccccc1Cl)c1cnc2sc(N3CCCCC3)nn2c1=O` gave p53ts 39C kill -9.8%, p53ts 32C tox -8.3%, IkB signaling -1.9% and Peg3 imprint -6.6%[10.9 µM].

(continued)
Screening CCOC(=O)c1cnc2ccc(OCC)cc2c1Nc1ccc(OCc2ccccc2Cl)cc1 returned p53ts 39C kill -17.2%, p53ts 32C tox -3.5%, IkB signaling inconclusive and Peg3 imprint -18.2%[10.9 µM].
Screening O=C1c2ccccc2C(=O)N1CC(O)CN1CCOCC1 (configuration not stated) returned p53ts 39C kill 7.3% and p53ts 32C tox 6.5%.
CCOc1ccc(NC(=O)CN2CCN(CC(=O)Nc3ccc4c(c3)OCCO4)CC2)cc1 was read as p53ts 39C kill -7.9%, p53ts 32C tox 0.3%, IkB signaling 0.9% and Peg3 imprint -13.3%.
For CCOC(=O)N1CCN(C(=O)c2ccc3c(=O)n(Cc4ccccc4)c(=S)[nH]c3c2)CC1 the results were p53ts 39C kill 4.2%, p53ts 32C tox 16.9%, IkB signaling inconclusive and Peg3 imprint -15.9%.
`CCc1c(C)nc2c(C#N)c(C)[nH]n2c1=O` gave p53ts 39C kill 8.4%, p53ts 32C tox 20.4% and IkB signaling -2.4%.
Screening O=C(c1cc(C(F)(F)F)cc(C(F)(F)F)c1)N1CCC2(CC1)CN(Cc1ccccc1)C2 returned p53ts 39C kill -6.9%, p53ts 32C tox -7.4% and IkB signaling -0.6%[11.4 µM].
`CCC12CN3CC(CC)(CN(C1)C3c1ccc(OCc3ccccc3)cc1)C2=O` (configuration not stated) gave p53ts 39C kill -20.6%, p53ts 32C tox 2.0%, IkB signaling inconclusive and Peg3 imprint -2.8%[10.9 µM].
`CCC1(C)CC(=O)c2c(ccc3oc(C(=O)NCc4ccccc4)c(C)c23)O1` (configuration not stated) gave p53ts 39C kill -18.2%, p53ts 32C tox -15.5%, IkB signaling inconclusive and Peg3 imprint 11.9%[10.9 µM].
`Cc1cc2nc(-c3cccc(NC(=O)c4ccc(Br)o4)c3C)oc2cc1C` gave p53ts 39C kill inconclusive, p53ts 32C tox inconclusive, IkB signaling inconclusive and Peg3 imprint -23.9%.
`CN(C)/C=N/c1c(C#N)cnn1-c1ccccc1` gave p53ts 39C kill -5.4%, p53ts 32C tox 0.7%, IkB signaling 0.6% and Peg3 imprint 12.9%.
Screening CCN(CC)c1ccc(CNCCCSc2nnnn2C)cc1 returned p53ts 39C kill 2.0%, p53ts 32C tox inconclusive, IkB signaling 0.3% and Peg3 imprint -15.6%[10.9 µM].
COc1ccccc1CNc1ncnc2ccc(-c3cccnc3)cc12 was read as p53ts 39C kill -0.1%, p53ts 32C tox -14.6%, IkB signaling -1.3%[11.4 µM] and Peg3 imprint -18.4%.
`COc1ccc(CCN2C(=O)CN(C3CCCCCC3)C(=O)C2c2ccc(Cl)cc2)cc1OC` (configuration not stated) gave p53ts 39C kill inconclusive, p53ts 32C tox inconclusive, IkB signaling inconclusive and Peg3 imprint -16.9%[10.9 µM].
`COc1cc2c(cc1O)C(SC)=NC(C)(C)C2` gave p53ts 39C kill 50.2%[activator], p53ts 32C tox -4.5%, IkB signaling inconclusive and Peg3 imprint -27.5%.
Cn1c(=O)c2sccc2n2c(CCC(=O)N3CCN(c4ccc(F)cc4)CC3)nnc12 was read as p53ts 39C kill 0.6%, p53ts 32C tox 0.4%, IkB signaling 2.4% and Peg3 imprint -12.7%[10.9 µM].
Screening Cc1c(CCC(=O)NCCc2ccc(Cl)cc2)c(=O)oc2c(C)c(O)ccc12 returned p53ts 39C kill -8.8%, p53ts 32C tox 2.0%, IkB signaling -0.1% and Peg3 imprint -5.8%[10.9 µM].
For Cc1cc(C(=O)N(C)C)sc1-c1ccccc1 the results were p53ts 39C kill -2.0% and p53ts 32C tox -10.9%.
`Cc1nn(-c2ccccc2)c(OC(=O)c2cccc(Br)c2)c1S(=O)(=O)c1ccccc1` gave p53ts 39C kill -7.0%, p53ts 32C tox 7.5%, IkB signaling 9.5% and Peg3 imprint 5.2%[10.9 µM].
`c1ccc(CSCCc2ccncc2)cc1` gave p53ts 39C kill 5.2%[9.22 µM], p53ts 32C tox 9.3%[9.22 µM], IkB signaling -1.4%[11.4 µM] and Peg3 imprint -1.1%[10.9 µM].
`COC(=O)c1ccc(NC(=O)Nc2ccc(F)cc2)cc1` gave p53ts 39C kill -20.4%, p53ts 32C tox -6.7%, IkB signaling inconclusive and Peg3 imprint -55.9%[inhibitor].
`CCN1CCN(C(c2ccccc2Cl)c2c(O)cc(C)n(Cc3ccco3)c2=O)CC1` (configuration not stated) gave p53ts 39C kill -3.0%, p53ts 32C tox 0.2%, IkB signaling inconclusive and Peg3 imprint 11.9%[10.9 µM].
Screening CCOc1ccc(NC(=O)CN2C(=O)C3CCCN3C2=O)cc1 (configuration not stated) returned p53ts 39C kill -8.8%, p53ts 32C tox -9.2%, IkB signaling 2.8% and Peg3 imprint -0.5%.
`CC(=O)Nc1ccc(S(=O)(=O)N(C2=NCC(C)S2)c2ccccc2)cc1` (configuration not stated) gave p53ts 39C kill -0.9%, p53ts 32C tox 9.4%, IkB signaling -1.1% and Peg3 imprint -29.7%.
COc1ccc(-c2onc(C)c2C)cc1S(=O)(=O)N(C)Cc1ccccc1 was read as p53ts 39C kill -3.1%, p53ts 32C tox 2.6%, IkB signaling inconclusive and Peg3 imprint -14.8%[10.9 µM].
Screening Cc1ccc(-n2nc3c(N4CCC(C(=O)NCCc5ccccc5C)CC4)nnc(C)c3c2C)cc1 returned p53ts 39C kill 20µM*, p53ts 32C tox inconclusive, IkB signaling inconclusive and Peg3 imprint -6.8%[10.9 µM].
For O=S(=O)(Nc1ccccc1C(F)(F)F)c1ccc(N2CCCCS2(=O)=O)cc1 the results were p53ts 39C kill 15.9%, p53ts 32C tox 0.2%, IkB signaling 1.2% and Peg3 imprint 12.3%[10.9 µM].
Cc1ccccc1CCNC(=O)c1cc2ccccn2n1 was read as p53ts 39C kill 10µM*, p53ts 32C tox inconclusive, IkB signaling inconclusive and Peg3 imprint -16.5%[10.9 µM].

Screens deposited in PubChem BioAssay by National Center for Advancing Translational Sciences (NCATS).

An unsorted share of the library. Share with any hit: about 1.8%.
